RTF Ca sens act – cardiac RTF calcium sensitivity activators, primary screen, biochemical, IANBD-TnC fluorescence, EC20 calcium; Troponin I, cardiac muscle (Homo sapiens) + Troponin T, cardiac muscle (Homo sapiens) + …; IANBD-labeled TnC RTF fluorescence at EC20 calcium; 0% EC20 calcium, 100% full calcium; 340,000 tested, 0.24% active; AID 493008, 2010; activation, % at 7.2 µM;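 active = activation above the mean over all tested compounds plus 3 SD, cut at about 30% in these data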;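 note: rise in fluorescence read as greater calcium sensitivity of cardiac thin filaments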
Wnt act – Wnt/beta-catenin pathway activators, primary screen, cell-based, plate reader, single point; Wnt/beta-catenin reporter cell assay, activator; activation, % at 9.35 µM; 300,000 tested, 1.2% active; in the data active = activation above about 30%, passing the limit was not always enough; inconclusive = no clear call, values can overlap the other calls;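 note: 0% = neutral control wells and 100% = positive control wells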
MITF act – activators of MITF-driven TRPM1 promoter reporter, primary screen, cell-based, SK-MEL-5, luciferase, single point | SK-MEL-5 TRPM1-promoter luciferase, 24 h; % of positive control, neutral wells = 0 | activation, % at 12.5 µM | 300,000 tested, 0.75% active | AID 588334, 2011;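 active = mean activation of at least 80% with every replicate also reaching 80%; inconclusive = mean reaches 80% but some replicate falls short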;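 note: 0% = neutral control wells and 100% = parthenolide positive control wells; values of inactives mirror those of a sister screen read the other way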
PvdQ inh – P. aeruginosa PvdQ acylase inhibitors, primary screen, biochemical, fluorescence, plate reader and imaging, single point; PvdQ acylase [Pseudomonas aeruginosa LESB58]; purified PvdQ acylase; inhibition, % at 10 µM; 340,000 tested, 0.063% active; AID 488965, 2010; in the data active = inhibition above about 30%, passing the limit was not always enough; inconclusive = no clear call, values can overlap the other calls;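 note: 0% = vehicle neutral wells and 100% = reference inhibitor wells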
HTR5A ag ctr – HTR5A agonists in luminescence cell assay, primary screen, counter-screen for OPRM1-OPRD1 heterodimer agonist project, full-deck HTS. 340,000 tested, 0.61% active. cell-based. 5-hydroxytryptamine receptor 5A (Homo sapiens), P47898. activation, % at 9.3 µM; in the data active = activation mostly above about 9.5%, no sharp cut-off; inactive = mostly below about 7.6%;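 note: 0% = cells with vehicle only and 100% = reference agonist; strong numbers were not always called active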
Target sequence (P47898 whole entry, looked up): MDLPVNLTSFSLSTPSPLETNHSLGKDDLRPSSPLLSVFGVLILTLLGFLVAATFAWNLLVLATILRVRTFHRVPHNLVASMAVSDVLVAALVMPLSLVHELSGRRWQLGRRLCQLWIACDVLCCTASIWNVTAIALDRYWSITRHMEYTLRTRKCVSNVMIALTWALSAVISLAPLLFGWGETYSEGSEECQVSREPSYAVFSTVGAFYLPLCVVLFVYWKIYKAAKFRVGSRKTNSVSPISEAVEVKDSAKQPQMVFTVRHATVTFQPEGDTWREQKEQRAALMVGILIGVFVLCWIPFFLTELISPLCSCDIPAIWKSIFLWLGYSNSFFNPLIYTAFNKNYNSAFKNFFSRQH
dFosB act – activators of delta FosB homodimer, primary screen, biochemical, fluorescence polarization, TAMRA-CDK5 oligo, single point; purified delta FosB; percent of positive-control signal above neutral wells; activation, % at 25 µM; 340,000 tested, 0.99% active;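 active = mean activation above about 17%, with every replicate also reaching it, limit read from the data, passing the limit was not always enough; inconclusive = only one of the two conditions met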;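 note: fluorescence polarization rise as delta FosB binds a TAMRA Cdk5 AP-1 oligo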
Target sequence (P13346 whole entry, looked up): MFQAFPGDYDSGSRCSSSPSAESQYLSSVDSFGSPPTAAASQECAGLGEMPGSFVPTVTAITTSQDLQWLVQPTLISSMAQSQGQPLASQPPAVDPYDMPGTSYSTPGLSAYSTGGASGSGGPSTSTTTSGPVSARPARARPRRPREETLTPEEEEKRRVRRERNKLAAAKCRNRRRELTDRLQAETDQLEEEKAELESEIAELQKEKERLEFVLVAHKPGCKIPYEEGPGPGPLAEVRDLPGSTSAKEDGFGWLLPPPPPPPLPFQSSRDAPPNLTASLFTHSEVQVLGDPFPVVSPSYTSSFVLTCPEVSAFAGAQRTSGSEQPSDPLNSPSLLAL
Rtt109 HAT inh – inhibitors of C. albicans Rtt109/Vps75 HAT, primary screen, biochemical, ThioGlo CoA-SH fluorescence, plate reader; AID 540336, 2011; Histone acetyltransferase RTT109 (Candida albicans (strain SC5314 / ATCC MYA-2876)), …; 330,000 tested, 0.16% active; inhibition, % at 34.9 µM; purified Rtt109/Vps75, 4 h;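 active = inhibition of at least 50% in every replicate; inconclusive = best replicate reaches 50% inhibition but some replicates fall short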
Target sequence (Q5AAJ8 whole entry, looked up): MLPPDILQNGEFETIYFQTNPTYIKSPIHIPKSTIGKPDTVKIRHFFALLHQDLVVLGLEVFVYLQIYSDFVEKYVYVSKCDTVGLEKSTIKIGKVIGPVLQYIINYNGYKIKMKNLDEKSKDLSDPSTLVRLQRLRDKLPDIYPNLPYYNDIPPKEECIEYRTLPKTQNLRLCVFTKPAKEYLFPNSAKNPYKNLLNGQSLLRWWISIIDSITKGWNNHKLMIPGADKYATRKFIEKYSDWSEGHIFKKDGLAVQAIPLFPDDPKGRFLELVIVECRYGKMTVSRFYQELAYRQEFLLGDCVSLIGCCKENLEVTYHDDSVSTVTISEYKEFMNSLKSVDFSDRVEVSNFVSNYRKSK
SR-BI uptake up – activators of SR-BI mediated DiI-HDL uptake, primary screen, ldlA[mSR-BI] CHO cells, DiI fluorescence. activation, % at 12.5 µM. 320,000 tested, 0.096% active. 3 h; 100 = double the neutral-control signal;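 active = mean replicate activation of at least 60% and every replicate at or above 60%; inconclusive = mean or all-replicate condition met, but not both; inactive = mean below 60% and not all replicates reaching 60%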;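 note: 0% = median plate neutral-control signal and 100% = twice that signal; values of inactives mirror those of a sister screen read the other way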
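Assay system: LDL receptor-deficient CHO ldlA cells overexpressing murine SR-BI / Medium: BSA-supplemented, HEPES-buffered Ham's F12, pH 7.4 / Probe or stimulus: DiI-labelled HDL at 10 µg/mL final / Timing: compound with DiI-HDL co-incubation, 3 h at 37 °C / Technique: bottom-read cell fluorescence after medium removal, ex 550/em 595 nm / Measure: HDL uptake via cellular fluorescence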
SR-BI HDL uptake – inhibitors of SR-BI mediated HDL lipid uptake, primary screen, ldlA[mSR-BI] cells, fluorescence, single point; Scavenger receptor class B member 1 (Mus musculus), Q61009; ldlA[mSR-BI] CHO cells, DiI-HDL uptake fluorescence, 3 h; inhibition, % at 12.5 µM; 320,000 tested, 0.96% active; AID 488896, 2010;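 active = mean replicate inhibition of at least 70% and a set share of replicates each scoring 70 or more; inconclusive = meets just one of the two criteria; inactive = fails both criteria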;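 note: 0% = median of neutral control wells and 100% = median of positive control wells; values of inactives mirror those of a sister screen read the other way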
CDK5 p35 inh – inhibitors of human CDK5/p35 kinase, primary screen, biochemical, single concentration. inhibition, % at 10 µM. 330,000 tested, 0.01% active. Cyclin-dependent kinase 5 (Homo sapiens) + Cyclin-dependent kinase 5 activator 1 (Homo …. Recombinant CDK5/p35, ADP-Glo luminescence, 60 min. AID 488839, 2010;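 active = highest replicate inhibition of at least 50% and at least 75% of replicates reaching 50%; inconclusive = only one of the two criteria met; inactive = both criteria failed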;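 note: plate controls were DMSO neutral control for no effect and GW8510 at 10 µM for full effect; many of its hits are not listed in these tables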
* = called active by the depositor; ? = inconclusive; . = not tested or not shown.

Structure,RTF Ca sens act,Wnt act,MITF act,PvdQ inh,HTR5A ag ctr,dFosB act,Rtt109 HAT inh,SR-BI uptake up,SR-BI HDL uptake,CDK5 p35 inh
COCCn1c(-c2cccc([N+](=O)[O-])c2)nc2c1c(=O)[nH]c(=O)n2Cc1ccccc1,-1,2,3,-11,-1,-1,-1,4,-4,1.0
CCOc1ccccc1C(=O)N(Cc1sccc1C)C1CCS(=O)(=O)C1 (configuration not stated),2,0,-5,-10,-5,-1,-1,-3,3,0.3
CCOc1ccccc1C(=O)N1CCC(n2nnc3cc(C)ccc32)CC1,3,-7,.,0,1,-8,-1,-25,25,1.2
Cc1ccc(C(=O)c2ccccc2C(=O)OCC(=O)NC(C)(C)C)cc1,2,0,-7,6,-2,-1,9,-20,20,1.2
Cc1ccc(OCC(=O)N2N=C(c3cccnc3)CC2(O)C(F)(F)F)cc1C (configuration not stated),-4,-3,8,9,2,-4,8,-3,3,0.0
CC(/C=C1\SC(=Nc2cccnc2)NC1=O)=C\c1ccccc1,8,1,.,6,4,-12,-2,1,-1,-3.1
O=C1C2C3C=CC(C2C(=O)N1c1ccccc1O)C1C2C(=O)N(c4ccccc4O)C(=O)C2C31 (configuration not stated),-2,-1,-18,-5,6,-2,1,27,-27,0.9
COc1cccc(-c2csc(N3CCN(C(=O)Nc4ccccc4Cl)CC3)n2)c1,-2,-1,14,3,5,-6,2,-8,8,-1.3
O=C(CSCc1ccccc1)Nc1nccs1,-1,.,4,-12,-8,-9,0,-1,1,0.6
Cc1ccc(NC(=O)N2CCc3ccccc3C2)cc1,2,.,?,-12,2,-7,1,3,-3,-1.7
COc1ccc([N+](=O)[O-])cc1NC(=O)C(C)N1CCN(C(=O)c2ccco2)CC1 (configuration not stated),8,4,6,-5,1,-8,1,-72,72*,-1.5
CC(O)Cn1c(N2CCCC2)nc2c1c(=O)[nH]c(=O)n2C (configuration not stated),-10,0,.,-18,-2,-3,-3,6,-6,2.6
COc1cc(S(=O)(=O)N2CCN(C(=O)c3ccccc3F)CC2)c(OC)cc1NC(C)=O,1,.,-3,-15,0,-5,-6,22,-22,0.7
COc1ccc(C(=O)NCCc2ccc(Cl)cc2)cc1S(=O)(=O)N1CCCCC1C (configuration not stated),-1,-2,-11,-1,-3,-15,10,-42,42,1.0
CC(C)C(NC(=O)c1ccccc1NC(=O)c1ccco1)C(=O)O (configuration not stated),-1,.,4,12,1,0,7,14,-14,1.2
O=C(c1cc2ccccc2cc1O)N1CCN(c2ccc([N+](=O)[O-])cc2)CC1,2,-10,-14,-9,6,-7,-1,-24,24,-1.5
Nc1nnc(SCC(=O)NCCOc2ccccc2)s1,-5,1,-6,-7,-2,-3,3,0,0,-0.3
CC(=O)N1CCSc2ccc(S(=O)(=O)Nc3ccc(C)cc3)cc21,-4,0,-8,-7,5,-5,-3,3,-3,0.7
CCOC(=O)C1CCN(C(=O)c2cccc(S(=O)(=O)N3CCc4ccccc43)c2)CC1,-3,-3,-1,-14,-5,-9,9,-27,27,0.3
CC1CCCC(C)N1NC(=O)c1cccc(S(=O)(=O)N2CCc3ccccc32)c1 (configuration not stated),1,-1,1,1,-1,-13,-2,-1,1,-1.3
O=C(c1ccc2c(c1)OCO2)N1CCCC1,-4,-4,.,-12,-2,4,-18,28,-28,-1.2
CCOC(=O)c1c(-c2ccccc2)cn2c(C)cc(C)nc12,1,23,67,5,2,-9,-35,-4,4,0.5
Cc1[nH]nc2c1C(c1c[nH]c3ccccc13)C(C#N)=C(N)O2 (configuration not stated),.,-7,.,-2,.,0,13,10,-10,-0.3
O=C(OC[C@@H]1CCCN2CCCC[C@H]12)c1cc2ccccc2oc1=O,4,.,5,5,1,2,6,20,-20,0.3
CC1(C)CC(=O)c2c(-c3cccs3)n[nH]c2C1,3,.,.,-16,3,-15,0,-1,1,-3.4
COc1ccc(NC(=O)c2sc3nc(N4CCOCC4)c4c(c3c2N)CC(C)(C)OC4)c(OC)c1,-3,-6,-4,-14,0,-10,-9,-2,2,1.1
O=C(c1ccc([N+](=O)[O-])o1)N1CCN(c2nc3c(F)cc(F)cc3s2)CC1,0,6,-79,-14,12,-9,-8,-45,45,-0.6
CCOC(=O)c1c(C)[nH]c(C(=O)OCc2ccc([N+](=O)[O-])cc2)c1C,-5,0,9,4,-5,-2,5,-28,28,-0.6
O=C(NCCNC(=O)c1ccc(-c2ccc(Cl)c(Cl)c2)o1)c1cnccn1,0,3,22,-14,3,-29,1,-5,5,-1.1
CCCCc1ccc(NC(=S)NCCc2ccc(F)cc2)cc1,0,-3,2,9,5,-5,19,7,-7,0.1
CCOc1ncccc1C(=O)N1CCN(c2cccc(C)c2C)CC1,-4,-24,-15,6,-3,-12,.,5,-5,-0.1
COc1ccc(S(=O)(=O)NC(CC(=O)NCc2ccco2)C(C)C)cc1 (configuration not stated),3,.,8,-10,-6,2,-5,24,-24,0.3
CN1CCOCCOCCN(C)C(=O)N2CCOCCOCCN(CCOCC2)C1=O,4,.,7,-6,4,2,-8,16,-16,-0.7
CC1=NN(C(N)=S)C(=O)C1N=Nc1c(C)n(C)n(-c2ccccc2)c1=O (configuration not stated),4,1,-16,-1,-1,-4,8,12,-12,2.4
COCCCN1C(=O)C2C(C(=O)Nc3cccc(Cl)c3)C3C=CC2(O3)C1C(=O)NC1CCCCC1 (configuration not stated),-1,.,-10,-9,-3,-2,-2,-3,3,0.8
COC(=O)c1sccc1NC(=O)CC1C(=O)NCCN1C(=O)c1ccc(C)c(C)c1 (configuration not stated),-1,-3,.,1,6,-2,-11,6,-6,3.0
COc1cc2c(=O)n(CC3CCCO3)c(=O)n(CC(=O)Nc3cccc(Cl)c3)c2cc1OC (configuration not stated),0,.,-10,-9,-9,-5,-11,19,-19,0.9
Cc1ccc(NC(=O)C2CCCN(S(=O)(=O)c3cccc4cccnc34)C2)cc1 (configuration not stated),2,-1,14,-6,-3,-12,14,-8,8,-0.3
O=C(NNc1ccc(Cl)nn1)c1ccc(Cl)cc1,0,.,13,-12,1,-5,1,-19,19,-3.2
C=CCc1cc(C=Nc2ccc(N3CCOCC3)cc2)cc(OCC)c1O,-3,2,.,1,-2,-1,-1,15,-15,0.0
CCOc1cc(/C=N/NC(=O)C(C)Sc2ccccn2)ccc1O (configuration not stated),2,.,-2,-13,0,-3,0,4,-4,-3.0
Cc1oc2cc3oc(=O)c(CCC(=O)N[C@H](C(=O)O)C(C)C)c(C)c3cc2c1C,-7,-1,-2,9,0,-6,-7,32,-32,1.4
CCOP(=O)(c1ccccc1)C(O)c1ccccc1 (configuration not stated),-2,.,2,-9,-2,0,-5,-12,12,-2.5
C[C@H](CO)N1C[C@H](C)[C@@H](CN(C)Cc2ccccc2)Oc2c(NC(=O)c3ccncc3)cccc2C1=O,-8,-2,-4,1,2,-6,-4,-49,49,0.0
CCCOc1ccc(-c2nc(N)n[nH]2)cc1,-2,.,36,2,2,6,-1,27,-27,0.4
O=S(=O)(O)C(c1ccccc1)C1(O)CCCCC1 (configuration not stated),-2,0,-2,-7,2,4,-12,9,-9,-1.1
CCCc1cc(=O)[nH]c(SCC(=O)NCCCC(=O)OCC)n1,1,1,6,11,3,-4,7,9,-9,-0.6
CC(=O)Nc1ccc(/C=C(\C#N)C(=O)NC2CCCCC2C)cc1 (configuration not stated),-5,.,8,-6,-3,3,-8,26,-26,-1.7
CC(=O)Nc1c2c(nn1-c1ccccc1C)CS(=O)C2 (configuration not stated),-9,1,-4,-9,1,7,0,19,-19,0.5
CCOC(=O)C1=C(C)NC(=O)NC1c1ccc(OCC(=O)OC)c(OC)c1 (configuration not stated),4,1,2,-21,6,-3,0,-8,8,-1.2
Cc1cc(NC(=O)CSc2nnc(-c3cccnc3)n2C2CCCCC2C)no1 (configuration not stated),4,-2,3,-10,6,1,-1,12,-12,1.8
CSCc1cc(N(C)c2ccccc2)nc(-c2ccccn2)n1,9,1,-4,-14,5,-12,-2,21,-21,-1.5
Cc1cccc(N2CC(C(=O)Nc3nnc(SCc4ccccn4)s3)CC2=O)c1 (configuration not stated),4,2,-4,-10,2,-25,10,-14,14,2.4
O=C(Nc1cccc(-c2cccc(F)c2)c1)C1CCN(C2CCOCC2)CC1,2,-2,-14,-8,5,-16,5,-10,10,0.4
COc1ccc(-c2nnc(N(C)C(=O)c3ccco3)s2)cc1OC,-7,0,29,8,3,8,14,.,.,1.9
CCSc1nnc(NC(=O)CN2C(=O)NC3(CCCC3)C2=O)s1,-5,1,2,-7,0,-5,-4,7,-7,-1.4
O=C(CCC(=O)N1CCOc2ccccc21)NCCN1CCOCC1,2,4,0,-8,-1,3,-2,12,-12,-0.5
COc1ccc(C(=O)N/C(=C/c2cccnc2)C(=O)Nc2cccc(C(C)=O)c2)cc1OC,-1,-3,-1,-10,2,-5,-8,.,.,0.1
COc1cc(C2c3cc4c(cc3OC(NCc3ccccc3)C2C)OCO4)cc(OC)c1OC (configuration not stated),0,-19,-16,2,1,-7,-8,-15,15,-0.7
O=C(NCC1COCCO1)c1ccc(OC2CCN(CCc3ccccc3)CC2)cc1 (configuration not stated),1,2,-2,-8,4,2,-4,31,-31,0.3
CC[C@@]12C(=O)N(c3cccc(F)c3)C(=O)N1[C@H](c1ccc(F)cc1)[C@@H]1C(=O)N(C3CCCCC3)C(=O)[C@@H]12,-4,.,-6,-7,9,-3,0,34,-34,1.8
